High-throughput results deposited in PubChem BioAssay by National Center for Advancing Translational Sciences (NCATS).
p53ts 39C tox – cytotoxicity in p53ts cells at nonpermissive temperature. H1299-p53A138V viability at 39C, ATP luminescence, 24 h. AID 902. Potency, µM (titrated, usually from 46.1 µM), without a hit: at the top dose activity change, negative = cell killing, actives largely listed as cytotoxic. 130,000 tested, 1.5% active; further: nearly all actives have a fitted effect of over 55% in size
Peg3 imprint – genomic imprint erasure induction. mouse ES Peg3-LacZ reporter, beta-gal luminescence, 40 h. Potency, µM (highest dose often 60.7 µM), without a hit: top-dose activity change, positive = activation, hits mostly activators. 110,000 tested, 0.02% active;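 further: 0% = negative control wells on the plate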
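Gelatin-coated wells received 300 freshly trypsinized female ES cells with a Peg3LacZ-Neo reporter on the maternal allele, then incubated 40 hours at 37C. BetaGlo was added for 5 minutes at room temperature before a single luminescence read.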
p53ts 32C kill – kills p53ts cells at the permissive temperature; H1299-p53A138V at 32C, ATP luminescence viability, 24 h; Potency, µM (top dose mostly 46.1 µM), for inactives: at the highest dose activity change, negative = cytotoxicity, hits mostly cytotoxic; 130,000 tested, 0.93% active;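 further: 0% = DMSO and -100% = full killing by reference compound; nearly all actives have a fitted effect of over 55% in size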
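ATP-content luminescence (ATPlite) read-out after 24 h compound exposure at 32C in H1299-p53A138V cells (600/well). Tested up to 46 uM. Normalized to DMSO (0%) and 100 uM tamoxifen (100% killing); Hill-fit AC50.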
IkB sig inh – inhibitors of IkB signaling in ABC-DLBCL cells; ABC-DLBCL IkBa-CBG/CBR dual luciferase ratio, 4 h; response scale: scaled: untreated 0%, proteasome inhibitor 100%; Potency, µM (doses to about 57.1 µM), inactives show at the top dose IkBa stabilization activation; 110,000 tested, 0.04% active; AID 445; active means well fitted curve in the direction sought with a large enough effect in the signal ratio, not every such curve was filed as active; inconclusive means small, poorly fitted or top-dose-only effect, or a change in a side signal; the % refers to the signal ratio;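 further: the direction sought is a rising ratio; 0% = basal untreated cells and 100% = reference inhibitor full response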
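Luminescence ratio of IκBα-fused green versus native red beetle luciferase in OCI-Ly3 cells, 4 h post-doxycycline with compound; red signal alone, scaled from basal (0%) to zero light (-100%), flagged nonspecific or cytotoxic effects.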
* marks the source's active call; other numbers are inactive results; ? = inconclusive; . = not tested or not shown; [ ] = remark or other dose. Unless noted, the call rests on the fitted dose curve; in most records, active means well fitted curve in the direction sought with a large enough effect; inconclusive means small, poorly fitted or top-dose-only effect, or another doubt; inactive means no such curve, though single readings can be large; an effect the other way counts as inactive or inconclusive. Unless noted, on the % scale 0 is the no-effect control and ±100 the full control effect; potency means the concentration at half of the fitted maximal effect.

molecule	p53ts 39C tox	Peg3 imprint	p53ts 32C kill	IkB sig inh
O=C(NCc1ccccc1Cl)C1CCN(S(=O)(=O)N2CCCCC2)CC1	9%	-7%	10%	0.2%
COc1cccc([C@@H]2Oc3ccc(OC)cc3/C(=N/OC[C@@H](C)[C@H](OCc3ccccc3)C(C)C)[C@@H]2O)c1	1%[9.22 µM]	.	3%[9.22 µM]	.
COc1ccccc1N1CCN(Cc2nc3ccccc3c(=O)n2CC(C)=O)CC1	-19%	4%	8%	-0.4%
CCN(c1ccccc1)c1nnc(NC(=O)Nc2cccc(Br)c2)s1	-14%	-3%[10.9 µM]	3%	?
Cc1ccc(CN2CCN(C3CCN(S(=O)(=O)c4ccc(C)cc4)CC3)C(=O)C2=O)cc1	-14%	-14%[10.9 µM]	-5%	-0.1%
Cc1noc(/C=C/c2cccs2)c1S(=O)(=O)N1CCC(C(=O)NCc2ccc(Cl)cc2)CC1	16%	-7%[10.9 µM]	10%	-0.1%
COc1ccccc1OC1=NS(=O)(=O)c2ccccc21	2%	.	-12%	0.6%
COc1ccc(CNC(=O)Cn2cnc3c(=O)n(C)c(=O)n(C)c32)cc1	8%	-11%	8%	2.2%
O=C(Oc1cccc(Oc2ccccc2)c1)N1CCOCC1	-5%	-12%	-8%	-2.5%
COc1ccc(CNC(=O)c2nc(SCc3ccc(C)cc3)ncc2Cl)cc1	-23%	-13%[10.9 µM]	-6%	0.4%
Cn1c(=O)c2c([nH]c(=O)n2Cc2ccc(Cl)cc2Cl)n(C)c1=O	-5%	-2%[10.9 µM]	-5%	-0.3%
CC(=O)Nc1ccc(-n2c(C)c(C(C)=O)c(C(C)=O)c2C)cc1	6%	1%	6%	2.0%
O=C(CP(=O)(c1ccccc1)c1ccccc1)N1CCCCC1	10%	-3%	-7%	-1.7%
COc1ccc(NC(=O)c2cc(C)nc3c2c(C)nn3-c2ccc(C)cc2)cc1OC	-6%	-8%[10.9 µM]	-10%	?
Cc1ccc(NC(=O)c2cc(CN3CCOCC3)on2)cc1Cl	-22%	-8%[10.9 µM]	-9%	1.0%
Cc1noc(C)c1CSc1nc2sc(C)c(C)c2c(=O)n1-c1ccccc1	-2%	-5%	-4%	-2.0%
CCc1nn2c(=O)cc(COC(=O)c3ccccc3NC(=O)COc3ccccc3C)nc2s1	-15%	-27%[10.9 µM]	-12%	?
CCCN(c1c(C)n(C)n(-c2ccccc2)c1=O)S(=O)(=O)c1ccc(C)cc1	20%	-6%[10.9 µM]	14%	1.3%
COc1ccc(CNC(=O)c2c3c(nc4ccccc24)C(=O)N(C2CCCCC2)C3)c(OC)c1	-10%	-5%[10.9 µM]	-4%	?
O=C(c1cc2ccccc2oc1=O)N(Cc1cccc(Cl)c1)C1CCS(=O)(=O)C1 (stereo not drawn)	8%	-6%[10.9 µM]	-1%	0.1%
Cc1ccc(C(=O)c2coc3ccc(OCC(=O)O)cc23)cc1	?	-81%[inhibitor]	?	?
CCN1c2ccccc2-n2cccc2C12CCN(C(=O)Nc1ccccc1C(F)(F)F)CC2	-1%	-23%[10.9 µM]	16%	-0.1%
CCOC(=O)Cn1c(=O)oc2cc(S(=O)(=O)Nc3cc(OCC)ccc3OCC)ccc21	0%	-8%	0%	1.8%
Cc1ccc(NC(=O)CN2C(=O)CCc3cc(S(=O)(=O)N4CCOCC4)ccc32)cc1F	3%	7%[10.9 µM]	-3%	?
CCOCCCNC(=O)c1cc(=O)[nH]c2ccc(S(=O)(=O)N3CCCC3)cc12	19%	19%[10.9 µM]	10%	2.9%

The list goes on; it opens with the five that closed the last part.
molecule	p53ts 39C tox	Peg3 imprint	p53ts 32C kill	IkB sig inh
Cc1ccc(C(=O)c2coc3ccc(OCC(=O)O)cc23)cc1	?	-81%[inhibitor]	?	?
CCN1c2ccccc2-n2cccc2C12CCN(C(=O)Nc1ccccc1C(F)(F)F)CC2	-1%	-23%[10.9 µM]	16%	-0.1%
CCOC(=O)Cn1c(=O)oc2cc(S(=O)(=O)Nc3cc(OCC)ccc3OCC)ccc21	0%	-8%	0%	1.8%
Cc1ccc(NC(=O)CN2C(=O)CCc3cc(S(=O)(=O)N4CCOCC4)ccc32)cc1F	3%	7%[10.9 µM]	-3%	?
CCOCCCNC(=O)c1cc(=O)[nH]c2ccc(S(=O)(=O)N3CCCC3)cc12	19%	19%[10.9 µM]	10%	2.9%
CCS(=O)(=O)n1nc(C(=O)N2CCOCC2)nc1N	20%	-7%	2%	-0.1%
O=c1[nH]cnc2c1nc(SCc1ccccc1)n2C1OC(CO)C(O)C1O (stereo not drawn)	-3%	-3%	3%	-1.7%
O=C(CCn1c(=O)c2cccn2c2cccnc21)N1CCN(c2cccc(C(F)(F)F)c2)CC1	-1%	-11%[10.9 µM]	0%	?
CC(=O)Oc1ccc(N2C(=O)CCC2=O)cc1	0%	-6%	0%	0.0%
CCOc1ccc(CCNC(=O)CCN2C(=O)COc3ccccc32)cc1OCC	2%	-7%	2%	-2.3%
COc1ccc(CN2CC34C=CC(O3)C(C(=O)O)C4C2=O)cc1 (stereo not drawn)	4%	-6%	10%	4.0%
NCC1CCCCC1CC(=O)O (stereo not drawn)	16%	0%	8%	.
O=C(NCc1ccc(Cl)cc1)NCc1noc2ccccc12	-28%	7%[10.9 µM]	-10%	-3.0%
CCOC(=O)c1cc(-c2ccc(OC)cc2)n(CCC(=O)Nc2ccccc2OC)c1C	10%	-21%[10.9 µM]	15%	?
O=C(c1ccco1)N1CCN(C(=O)N2c3ccccc3Sc3ccccc32)CC1	16%	-31%[inhibitor]	23%	23%
Cc1ccc(C)c(N2CCN(C(=O)c3ccccc3Br)CC2)c1	-10%	-4%	1%	4.1%
COc1ccc(C2=NOC(C(=O)N3CCCc4ccccc43)C2)cc1 (stereo not drawn)	-29%	-13%	?	?
Fc1ccc(Nc2nc(Nc3ccc(F)cc3)nc(N3CCOCC3)n2)cc1	-10%	7%[10.9 µM]	-14%	?
O=C(NCc1ccc(F)cc1)c1cc2n(n1)C(C(F)(F)F)CC(C1CC1)N2 (stereo not drawn)	2%	-19%	4%	5.0%
COC(=O)CSc1nnc(Cc2ccccc2)n1-c1ccc(C)cc1	3%	.	2%	.
CCc1ccc(C2CC(=O)Nc3c2c(=O)n(C)c2ncnn32)cc1 (stereo not drawn)	-15%	-7%[10.9 µM]	-18%	-1.2%
CC(C)CC(c1nnnn1Cc1ccco1)N1CCN(C2CCCC2)CC1 (stereo not drawn)	-4%	-9%	0%	-0.3%
CCC(C)(C)n1nnnc1C(c1cccs1)N1CCN(c2nc3ccccc3s2)CC1 (stereo not drawn)	7%	-12%	9%	?
CCc1nonc1NC(=O)c1oc2ccc(C)cc2c1C	-28%	-10%[10.9 µM]	3%	0.2%
COCCOC(=O)CC1=NC(=O)CS1	1%	-5%	3%	1.5%
CCOc1ccccc1C(=O)Nc1cc(-c2ccc(C)cc2)no1	10%	-11%[10.9 µM]	-5%	-2.3%
Cc1ccc(-c2c(C#N)c(N)nc3c2CCCCC3)o1	-1%	4%	4%	-1.2%
COc1cccc(C=Nc2ccc3c(c2)OCCO3)c1O	-30%	-11%	?	17%
CCCCN(CC)CCCNC(=O)CN1C(=O)CSc2ccc(S(=O)(=O)N3CCOCC3)cc21	-20%	-17%[10.9 µM]	3%	0.0%
COc1ccccc1NC(=O)c1ccc(-c2nc(COc3ccc(C)cc3)c(C)o2)cc1	?	-11%[10.9 µM]	12%	?
O=C1CC(c2cc([N+](=O)[O-])ccc2Cl)c2c(ccc3ccccc23)N1 (stereo not drawn)	21%	.	-8%	.
O=C1NC(=O)C(CC(=O)N(Cc2ccco2)C2(C(=O)NC3CCCC3)CCCCC2)N1 (stereo not drawn)	-8%	-11%	12%	0.4%
O=C(Nc1ccc2nc(SCC(=O)N3CCCc4ccccc43)sc2c1)c1ccccc1F	-27%	-12%[10.9 µM]	-15%	?
COc1cc2c(C(=O)NCCCOC(C)C)cn(CC(C)C)c(=O)c2cc1OC	-3%	-5%	-1%	0.7%
O=C(CCS(=O)(=O)c1ccc(Br)cc1)Nc1ccc(F)cc1F	21%	-11%[10.9 µM]	12%	?
Cc1cccc(C)c1NC(=O)CSc1nc(-c2cccs2)cc(C(F)(F)F)n1	-16%	-14%[10.9 µM]	-13%	0.6%
O=C(NCc1ccccc1)c1cc(-n2cnnc2)ccc1Cl	22%	-12%	5%	-2.5%
CCC1CN(C(=O)N2CCC(C(=O)NCc3ccc(C)o3)CC2)c2cc(C)ccc2O1 (stereo not drawn)	-16%	-5%[10.9 µM]	7%	?
CCn1c(Cc2c(C)[nH]c3ccccc23)nnc1SCC(N)=O	2%	-6%	-4%	1.8%
C/C(Cl)=C/Cn1c(=O)c2c(nc(Br)n2Cc2ccccc2)n(C)c1=O	10%	-15%	9%	0.8%
CC(=O)Cc1nsc(NC(=O)c2ccc(-c3cc(C(F)(F)F)ccc3Cl)o2)n1	8%	-24%	8%	-0.5%
COc1ccc(C2NC(=O)N(C)C3=C2C(=O)N(c2ccccc2)C3)cc1 (stereo not drawn)	23%	-8%[10.9 µM]	-2%	1.4%
Cc1c(Cl)cccc1NC(=O)Nc1c[nH]c(=O)[nH]c1=O	-9%	-3%[10.9 µM]	0%	-1.7%
CCOc1ccccc1NC(=O)N1CCc2c(sc(C)c2CC)C1c1ccccc1 (stereo not drawn)	-18%	-12%[10.9 µM]	2%	?
COC(=O)c1[nH]c2ccccc2c1NC(=O)CN1CCC(C(N)=O)(N2CCCCC2)CC1	4%	10%	0%	1.5%
COc1ccc(CNC(=O)c2ccc(N3CCCC3)c(NC(=O)NCc3ccc(F)cc3)c2)cc1	-22%	-8%[10.9 µM]	-1%	?
COc1cccc(C2CC(c3ccccc3OC)n3nc(N)nc3N2)c1 (stereo not drawn)	0%	-3%	4%	0.4%
COC(=O)C(NS(C)(=O)=O)(c1c(C)[nH]c2ccccc12)C(F)(F)F (stereo not drawn)	7%	-6%	-14%	3.3%
CCCCN(Cc1ccccc1)S(=O)(=O)c1ccc2c(c1)CC(C)N2C(=O)CC (stereo not drawn)	15%	-15%[10.9 µM]	-2%	-3.4%
O=C(C(Cc1ccccc1)n1cccc1)N1CCN(C2CCCCC2)CC1 (stereo not drawn)	-12%	-12%	7%	0.9%
CC(=O)OC1CC2C(C)(C)C(=O)[C@@H]3OC3[C@@]2(C)C2CC[C@]3(C)C(=CC(=O)OC3c3ccoc3)[C@]12C (stereo partly drawn)	14%	-4%	7%	.
COC(=O)c1ccccc1NC(=O)Cn1c(=O)cc(C)c2c(C)nn(-c3cccc(Cl)c3C)c21	14%	?	2%	?
Oc1c(Cl)cc(Cl)c(Cl)c1Cl	-2%	6%	-4%[1.84 µM]	?
COc1ccccc1-c1cc(C(F)(F)F)nc(NCc2ccco2)n1	6%	-20%	5%	?
CCCCNC(=O)Nc1cc(C(F)(F)F)c[nH]c1=O	-11%	-9%	-2%	0.6%

(list continues)
molecule	p53ts 39C tox	Peg3 imprint	p53ts 32C kill	IkB sig inh
COc1cccc(C(CC(=O)NCc2ccco2)NS(=O)(=O)c2ccc(C)cc2)c1OC (stereo not drawn)	-2%	-9%	-3%	-0.4%
Clc1ccccc1-c1nccc(-n2ccnc2)n1	0%	-5%	-2%	-2.2%[11.4 µM]
CC(=O)NC(c1ccccc1)c1cccnc1 (stereo not drawn)	2%	1%	-1%	-1.2%
COC(=O)c1c(NC(=O)c2cc(=O)c3ccc(C)c(C)c3o2)sc2c1CCCC2	10%	-11%[10.9 µM]	-1%	1.2%

3 entries from above, ordered by their value in Peg3 imprint, lowest first.
Molecule | Peg3 imprint
COc1cccc(C(CC(=O)NCc2ccco2)NS(=O)(=O)c2ccc(C)cc2)c1OC (stereo not drawn) | -9%
Clc1ccccc1-c1nccc(-n2ccnc2)n1 | -5%
CC(=O)NC(c1ccccc1)c1cccnc1 (stereo not drawn) | 1%

Outcome played no part in choosing rows; any-hit rate near 1.7%.
